Source: PubChem
FLuc modulator: qHTS profiling assay for firefly luciferase inhibitor/activator using purifed enzyme and Km concentrations of substrates (counterscreen for miR-21 project) | Luciferin 4-monooxygenase (Photinus pyralis), P08659 | 360,000 tested, 6.9% active | purified FLuc, Km substrates, luminescence inhibition | Potency, µM (titrated, usually from 57.5 µM), for the others: at the top dose activity change, negative = inhibition, actives largely listed as inhibitors | AID 588342, 2011; active = well fitted inhibition curve with a large enough effect; inconclusive = small, poorly fitted or top-dose-only effect;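 also: plate controls were vehicle for no effect and reference inhibitor for full effect; nearly all actives have a fitted effect of over 55% in size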
Target sequence (P08659 whole entry, looked up): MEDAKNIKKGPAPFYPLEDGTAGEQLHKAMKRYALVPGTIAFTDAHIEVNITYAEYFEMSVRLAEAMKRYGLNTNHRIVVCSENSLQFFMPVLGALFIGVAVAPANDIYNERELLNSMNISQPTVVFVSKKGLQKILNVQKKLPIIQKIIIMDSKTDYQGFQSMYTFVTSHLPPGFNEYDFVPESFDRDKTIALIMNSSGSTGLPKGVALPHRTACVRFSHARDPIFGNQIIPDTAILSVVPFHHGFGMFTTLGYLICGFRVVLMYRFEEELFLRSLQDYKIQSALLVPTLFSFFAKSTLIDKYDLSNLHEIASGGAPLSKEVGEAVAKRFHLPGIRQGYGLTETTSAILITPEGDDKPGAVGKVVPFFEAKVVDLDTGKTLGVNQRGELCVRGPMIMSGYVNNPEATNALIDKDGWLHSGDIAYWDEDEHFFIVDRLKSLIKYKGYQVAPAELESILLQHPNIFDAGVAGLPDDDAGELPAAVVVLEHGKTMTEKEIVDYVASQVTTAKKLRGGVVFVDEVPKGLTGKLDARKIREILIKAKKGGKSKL
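Purified P. pyralis luciferase, 10 nM final, with Km-level 10 uM D-luciferin and 10 uM ATP in 50 mM Tris acetate pH 7.5, 10 mM Mg acetate, 0.01% Tween-20, 0.05% BSA; 6-point qHTS titration about 60 µM downward; luminescence read.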
Numbers without * were called inactive. Potency is read from the fitted curve at half-maximal effect. The list is partial; the hit share may differ from the screen's.

For Cc1nn(C(C)(C)C)c(OC(=O)c2c(F)cccc2F)c1Sc1ccccc1 the results were FLuc modulator -5%.
Cc1ccc2[nH]c(=O)c3cc(C(=O)N4CCN(c5ccccc5F)CC4)sc3c2c1 was read as FLuc modulator 0%.
Cc1ccc(Cn2c(=O)n(Cc3ccccc3Cl)c(=O)c3ccccc32)cc1 was read as FLuc modulator 1%.
Screening Cc1sc2c(c1C)c(=O)n(Cc1ccccc1)c(=O)n2CC(=O)Nc1cccc(Cl)c1 returned FLuc modulator -11%.
For COc1ccc2[nH]cc(CCNC(=O)Nc3cccc(F)c3)c2c1 the results were FLuc modulator 0%.
CCOc1ccc(NC(=O)Cn2cc(C(=O)c3ccccc3)c(=O)c3cc(OC)ccc32)cc1 was read as FLuc modulator 6%.
Cc1ccc(C2CC(=O)n3nc(-c4cccc(C)c4)nc3S2)cc1 (centres undefined) was read as FLuc modulator 2%.
For COc1ccc(N2CCN(S(=O)(=O)c3ccc(C4CCCCC4)cc3)CC2)cc1 the results were FLuc modulator -6%.
For Cc1oc(-c2ccccc2F)nc1CSCC(=O)NCc1ccccc1 the results were FLuc modulator -16%.
COc1ccc(CCNC(=O)c2cn(C)c3ccc(S(=O)(=O)N(C)C4CCCCC4)cc3c2=O)cc1OC was read as FLuc modulator -1%.
COc1ccc(C2(CNC(=O)C(=O)Nc3ccc(F)cc3)CCCC2)cc1OC was read as FLuc modulator -8%.
Screening CN(C(=O)CSc1nc2ncccc2o1)c1ccc(F)cc1 returned FLuc modulator -1%.
Screening Cc1cc2oc(C(=O)N(Cc3ccc(N(C)C)cc3)CC3CCCO3)c(C)c2cc1Cl (centres undefined) returned FLuc modulator 0%.
`C#CCn1c(=NC(=O)c2ccc3c(c2)OCCO3)sc2cc(OC)c(OC)cc21` gave FLuc modulator -1%.
For Cc1c(C(=O)NCCc2ccc(S(N)(=O)=O)cc2)sc2nc3n(c(=O)c12)CCCC3 the results were FLuc modulator -7%.

Retrieved one by one from above:
Screening CN(C(=O)CSc1nc2ncccc2o1)c1ccc(F)cc1 returned FLuc modulator -1%.
Cc1ccc(Cn2c(=O)n(Cc3ccccc3Cl)c(=O)c3ccccc32)cc1 was read as FLuc modulator 1%.
`C#CCn1c(=NC(=O)c2ccc3c(c2)OCCO3)sc2cc(OC)c(OC)cc21` gave FLuc modulator -1%.
Cc1ccc2[nH]c(=O)c3cc(C(=O)N4CCN(c5ccccc5F)CC4)sc3c2c1 was read as FLuc modulator 0%.
For Cc1nn(C(C)(C)C)c(OC(=O)c2c(F)cccc2F)c1Sc1ccccc1 the results were FLuc modulator -5%.
For Cc1c(C(=O)NCCc2ccc(S(N)(=O)=O)cc2)sc2nc3n(c(=O)c12)CCCC3 the results were FLuc modulator -7%.

Remaining list, next part.
Screening Cc1ccc(OCc2nc3ccccc3n2Cc2ccccc2Cl)cc1 returned FLuc modulator inconclusive.
For CCOc1ccccc1N1CC(c2nc3ccccc3n2CCCCOc2cc(C)ccc2C)CC1=O (centres undefined) the results were FLuc modulator -1%.
`COc1cccc(CNC(=O)CCc2nnc3n(C)c(=O)c4sccc4n23)c1` gave FLuc modulator 3%.
`CCOc1ccc(CCNC(=O)C2CCCN(c3nnc(C)c4c(C)n(-c5ccccc5)nc34)C2)cc1` (centres undefined) gave FLuc modulator 1%.
O=C(NC1CC(=O)N(c2cccc(F)c2)C1)C1CCCCC1 (centres undefined) was read as FLuc modulator 3%.
`O=C(C1CCCN(S(=O)(=O)c2cccc3nsnc23)C1)N1CCN(c2ccccc2F)CC1` (centres undefined) gave FLuc modulator 3%.
For COc1ccc(N2CCN(C(=O)c3cc(S(=O)(=O)N4CCC(C)CC4)cn3C)CC2)cc1 the results were FLuc modulator inconclusive.
Cc1cccc(Cc2c(C)nc3nc(SCc4ccccc4F)nn3c2C)c1 was read as FLuc modulator -11%.
O=C(COc1ccccc1)Nc1ccc(S(=O)(=O)N(Cc2ccccc2)c2ccccc2)cc1 was read as FLuc modulator 2%.
O=C(NCc1ccc(F)cc1)c1nnc(Cc2cccc(F)c2)o1 was read as FLuc modulator -8%.
Screening COc1ccccc1CCNC(=O)c1ccc(-c2nc(CSc3ccc(C)cc3)c(C)o2)cc1 returned FLuc modulator -12%.
Cc1ccc(-c2nnc(Nc3ccccc3O)c3ccccc23)cc1 was read as FLuc modulator -1%.
Screening Cc1cccc(NC(=O)CSc2nc3c(oc4ccccc43)c(=O)n2Cc2ccco2)c1 returned FLuc modulator -5%.
Screening O=C(CS(=O)(=O)c1cccc2nsnc12)Nc1ccccc1 returned FLuc modulator -2%.
Screening COc1ccc(CCNC(=O)c2cccc(Nc3nc4ccccc4nc3-n3nc(C)cc3C)c2)cc1OC returned FLuc modulator -4%.
CCOC(=O)c1c(NC(=O)c2ccc(S(=O)(=O)N(CCOC)CCOC)cc2)sc2c1CC(C)(C)NC2(C)C was read as FLuc modulator -5%.
COc1ccc(C(=O)Oc2cc(-c3ccc(OC)c(OC)c3)cc(=O)c3c(C)oc(C)c23)cc1 was read as FLuc modulator -4%.
COc1ccc(-n2cc(C(=O)NCCc3ccc(C)cc3)c3ccccc3c2=O)cc1 was read as FLuc modulator -11%.
For O=C1CN(C(=O)C2CCCCC2)C(c2ccccc2)c2cc(F)ccc2N1 (centres undefined) the results were FLuc modulator -3%.
For O=C1C(Nc2ccccc2)=CC(c2ccc(Br)cc2)N1c1ccccc1 (centres undefined) the results were FLuc modulator 5%.
CCOc1ccc(S(=O)(=O)n2nc(C)c(S(=O)(=O)N3CCCCCC3)c2C)cc1 was read as FLuc modulator -10%.
Screening COCCNc1ncnc2onc(-c3ccc(F)cc3)c12 returned FLuc modulator -3%.
For CCC1CN(C(=O)Nc2cc(Cl)ccc2C(=O)OC)c2ccccc2S1 (centres undefined) the results were FLuc modulator -6%.
For CCCc1cc(=O)[nH]c(Nc2ccccc2O)n1 the results were FLuc modulator 2%.
Screening CCc1cccc(C)c1NC(=O)Cn1cnc2c1c(=O)n(C)c(=O)n2C returned FLuc modulator 2%.
`O=C(NC1CCN(Cc2ccccc2)CC1)c1ccc(Cn2c(=O)c3ccccc3n(Cc3ccc(Cl)cc3)c2=O)cc1` gave FLuc modulator -5%.
`COc1ccc(C(CNC(=O)COc2cc(C)cc(C)c2)N2CCCCC2)cc1` (centres undefined) gave FLuc modulator -2%.
Screening O=C(CSc1nc2c([nH]c3ccccc32)c(=O)n1-c1ccccc1)NCc1ccc(F)cc1 returned FLuc modulator 1%.
Screening CCOc1ccccc1CNS(=O)(=O)c1ccc2c(c1)CCCN2C(C)=O returned FLuc modulator -2%.
COc1ccccc1C(=O)Nc1onc2c1CCCC2 was read as FLuc modulator 2.7µM*.
Screening COCCCN1C(=O)c2[nH]nc(-c3cc(C)ccc3O)c2C1c1ccc(F)cc1 (centres undefined) returned FLuc modulator -2%.
O=C(Cn1c(-c2cccs2)cc2cc(F)ccc21)N1CCCCC1 was read as FLuc modulator 0%.
For COc1ccc(CCNC(=O)c2cc3c(=O)n4cccc(C)c4nc3n2C)cc1 the results were FLuc modulator -1%.
`COc1cccc(CNC(=O)CN2C(=O)CSc3c2c(C)nn3-c2ccccc2)c1` gave FLuc modulator 3%.
For CCC(C)NC(=O)Cn1c(=O)n(-c2ccc(Cl)cc2)c(=O)c2c3c(sc21)CCCC3 (centres undefined) the results were FLuc modulator 2%.
For O=C(OCc1ccco1)c1ccc2c(c1)N(Cc1ccc([N+](=O)[O-])cc1)C(=O)c1ccccc1S2 the results were FLuc modulator -2%.
For COc1ccc(CCNC(=O)Cn2c(=O)cc(C(F)(F)F)c3c(C)nn(C)c32)cc1OC the results were FLuc modulator -8%.
Screening CN(C)c1ccc(CNC(=O)c2sc3ncccc3c2-n2cccc2)cc1 returned FLuc modulator 1%.
`Cc1cccc(Cn2cccc2CNS(=O)(=O)c2ccc(Br)cc2)c1` gave FLuc modulator -14%.
CCc1cccc(N2C(=O)CS(=O)(=O)C23C(=O)N(Cc2ccccc2)c2ccc(C)cc23)c1 (centres undefined) was read as FLuc modulator 2%.
COc1ccc(-c2cc(C(=O)NCc3ccc(F)cc3)c3c(-c4ccc(F)cc4)[nH]nc3n2)cc1OC was read as FLuc modulator -1%.
`Cc1ccc(-c2nnc(SCc3ccccc3C#N)o2)cc1` gave FLuc modulator 0.34µM*.
`Cc1ccc2[nH]c(CSc3nnc(NC(=O)c4ccccc4C)s3)cc(=O)c2c1` gave FLuc modulator inconclusive.
For Cc1ccc(C)c(N2CCN(Cc3nnc(-c4ccccc4)o3)CC2)c1 the results were FLuc modulator 2%.
`CCN1CCN(C(=O)c2ccc3c(c2)N(Cc2cc(C)ccc2C)C(=O)c2ccccc2S3=O)CC1` (centres undefined) gave FLuc modulator -4%.
Screening Cc1ccc(CNc2nc3c(c(=O)n(C)c(=O)n3C)n2Cc2ccc(Cl)cc2)cc1 returned FLuc modulator -2%.
`COC(=O)c1c(SC)nc2ccccc2c1OCc1ccccc1Cl` gave FLuc modulator -13%.
For Cc1ccc(-c2nc3cc(NC(=O)c4cc(Br)ccc4Cl)ccc3o2)cc1 the results were FLuc modulator -19%.
Screening CNC(=O)c1ccc(CSc2nc3cccnc3n2Cc2cccc(F)c2)cc1 returned FLuc modulator inconclusive.
For O=C(OCc1ccccc1F)c1ccc(-c2nnn(Cc3ccccc3)n2)cc1 the results were FLuc modulator -5%.
CCOc1ccc(-c2nc(C#N)c(NCCCOC)o2)cc1 was read as FLuc modulator inconclusive.
Screening Cc1ccc(CNC(=O)Cn2ccn(-c3ccc(F)cc3)c(=O)c2=O)cc1 returned FLuc modulator 3%.
`COc1cccc(-n2cc(C(=O)NCCc3cccc(C)c3)c3ccccc3c2=O)c1` gave FLuc modulator -11%.
Screening CCc1nc(SC)ncc1C(=O)N1CCN(c2cc(C)ccc2C)CC1 returned FLuc modulator 23%.
Cc1ccc2c(=O)cc(C(=O)Nc3c(C)cccc3C)oc2c1 was read as FLuc modulator 1%.
COc1ccc(OC)c(NC(=O)c2nc(SCc3ccccc3F)ncc2Cl)c1 was read as FLuc modulator -1%.
For O=C(CCc1ccccc1)NCc1ccc2c(c1)CCN2C(=O)c1ccc(Cl)cc1 the results were FLuc modulator 1%.
For COc1ccc(NC(=O)C(C)n2nc(-c3cc(C)ccc3C)c3c(c2=O)CCCC3)cc1 (centres undefined) the results were FLuc modulator -17%.
COc1ccccc1CNC(=O)CCC1N=C2c3ccccc3N=C(SCC(=O)Nc3ccc(F)cc3)N2C1=O (centres undefined) was read as FLuc modulator -14%.
`CN(C(=O)CSc1nncn2c1cc1occc12)c1ccccc1` gave FLuc modulator -7%.
`Cc1ccc(C)c(NC(=O)C2CCCN2S(=O)(=O)c2ccc3c(c2)CCCC(=O)N3)c1` (centres undefined) gave FLuc modulator -6%.
`CCc1ccc(C(=O)c2cn(CC(=O)Nc3ccc(F)cc3)c3cc4c(cc3c2=O)OCO4)cc1` gave FLuc modulator -2%.
For COc1ccc(N2CCN(C(=O)Cn3c(-c4cccs4)cc4ccccc43)CC2)cc1 the results were FLuc modulator -3%.
CCOC(=O)c1c(C)[nH]c(C)c1S(=O)(=O)N(C)CC(=O)NCc1ccc(Cl)cc1 was read as FLuc modulator 1%.
`COc1ccc(Nc2nc(-c3ccccc3)c3cc(Br)ccc3n2)cc1` gave FLuc modulator -3%.
Screening CCC(=O)Nc1ccccc1-c1nc2ccccc2n(CC(=O)Nc2ccc(C)c(C)c2)c1=O returned FLuc modulator -1%.
For Cn1c(=O)oc2cc(S(=O)(=O)N3CCCC(C(=O)N4CCN(c5ccccc5F)CC4)C3)ccc21 (centres undefined) the results were FLuc modulator -2%.
Screening Cc1ccc(C2=NN(CC(=O)NCCCN(CC(C)C)CC(C)C)C(=O)CC2)cc1 returned FLuc modulator 2%.
For O=C(Cn1c(=O)nc(-c2ccccc2)c2cc(Cl)ccc21)N1CCN(c2ccc(F)cc2)CC1 the results were FLuc modulator -8%.
`CCOc1ccc(N(C(=O)c2ccc(C)cc2)S(=O)(=O)c2ccc3c(c2)n(C)c(=O)n3C)cc1` gave FLuc modulator -6%.
CN1C(C(=O)c2ccccc2)=C(NC(=O)c2ccc(F)cc2)c2ccccc2S1(=O)=O was read as FLuc modulator 0%.
For Cc1ccc(C)c(Cn2c(=O)n(-c3ccc(F)cc3)c(=O)c3sc4ccccc4c32)c1 the results were FLuc modulator -1%.
`Cc1ccc(NC(=O)C(CC(C)C)N2Cc3ccccc3C2=O)cc1F` (centres undefined) gave FLuc modulator 1%.
For COc1ccc(CCNS(=O)(=O)c2ccc(N3CCCCS3(=O)=O)cc2)cc1OC the results were FLuc modulator -1%.
COc1cc(NC(=O)c2cc(-c3ccc(Cl)c(Cl)c3)on2)cc(OC)c1OC was read as FLuc modulator 0%.

The last 2 entries of the section above lead into the next.
For COc1ccc(CCNS(=O)(=O)c2ccc(N3CCCCS3(=O)=O)cc2)cc1OC the results were FLuc modulator -1%.
COc1cc(NC(=O)c2cc(-c3ccc(Cl)c(Cl)c3)on2)cc(OC)c1OC was read as FLuc modulator 0%.
For CC(C)c1ccc(S(=O)(=O)NCc2ccc3c(c2)CCN3C(=O)c2ccccc2)cc1 the results were FLuc modulator -2%.
`CCc1ccc(OCC(=O)Nc2ccc(S(=O)(=O)Nc3onc(C)c3C)cc2)cc1` gave FLuc modulator 12µM*.
`CCOc1ccc(NC(=O)Nc2nnc(N3CCCCC3C)s2)cc1` (centres undefined) gave FLuc modulator -2%.
For CCOC(=O)c1c(S(=O)(=O)N2CCCC(C(=O)Nc3cccc(C#N)c3)C2)c(C)n(C)c1C (centres undefined) the results were FLuc modulator -10%.
